Gli-Sufu antag – blocks Gli-Sufu signaling in a luciferase reporter; 0.74% of 340,000 active; Sufu-KO-LIGHT fibroblasts, Gli luciferase reporter luminescence; inhibition, % at 5 µM; AID 588413;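 active = inhibition above about 55%, limit read from the data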;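 also: 0% = DMSO-treated cells and 100% = wells with medium but no cells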
EBI2 block – EBI2 (human) antagonism. P32249. EBI2 beta-arrestin recruitment, luminescence, 7a,25-OHC stimulated. inhibition, % at 5 µM. 0.81% of 360,000 active; in the data active = inhibition above about 38%;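 also: enzyme fragment complementation signal reports receptor beta-arrestin coupling in cells; 0% = agonist plus DMSO wells and 100% = wells without agonist; some results beyond the cut were filed as inactive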
Target sequence (P32249 whole entry, looked up, the tested form may be a part): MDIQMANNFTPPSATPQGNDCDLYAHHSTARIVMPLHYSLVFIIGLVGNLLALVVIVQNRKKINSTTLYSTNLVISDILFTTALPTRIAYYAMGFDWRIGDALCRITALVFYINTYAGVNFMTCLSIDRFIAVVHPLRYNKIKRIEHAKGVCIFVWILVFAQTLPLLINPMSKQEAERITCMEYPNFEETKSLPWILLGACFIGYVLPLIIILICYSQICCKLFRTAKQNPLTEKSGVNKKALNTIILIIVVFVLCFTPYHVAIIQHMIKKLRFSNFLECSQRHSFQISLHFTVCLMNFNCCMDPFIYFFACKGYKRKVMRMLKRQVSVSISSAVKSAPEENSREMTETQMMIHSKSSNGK
Jurkat NFkB inh – lowers PMA/ionomycin-induced NF-kB signal in Jurkat cells; PMA/ionomycin-induced NF-kB luciferase reporter, luminescence; inhibition, % at 4 µM; 0.53% of 330,000 active
Apaf1 inhib – blocks human Apaf-1 apoptosome activity; 0.71% of 330,000 active; reconstituted apoptosome caspase-3 activity, DEVD-Rh110 fluorescence; AID 489030; O14727; inhibition, % at 20 µM; active = inhibition of at least 40% at 20 µM;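 also: plate controls were DMSO wells for no effect and DEVD-CHO caspase inhibitor wells for full effect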
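Material: reconstituted apoptosome with Apaf-1, cytochrome c, caspase-9, procaspase-3, dATP / Buffer or medium: pH 7.5 Hepes buffer with CHAPS, BSA, DTT / Also added: cytochrome c with DEVD-Rh110 / Schedule: compound with Apaf-1, dATP, procaspase-3 30 min, then 50 min reaction, room temperature / Technique: rhodamine 110 fluorescence at Ex 480/Em 540 nm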
CCR6 antag – antagonists of human CCR6 receptor; inhibition, % at 20 µM; P51684; CHO-K1 CCR6 PathHunter beta-arrestin, luminescence, CCL20-stimulated; 0.49% of 340,000 active; AID 493098;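 active = compounds whose inhibition of the agonist-driven luminescence signal at 20 µM reaches about 50%, limit read from the data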;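 also: cells stimulated with CCL20 at 14 nM final; plate controls were DMSO with CCL20 for no effect and DMSO without agonist for full effect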
Target sequence (P51684 whole entry, looked up): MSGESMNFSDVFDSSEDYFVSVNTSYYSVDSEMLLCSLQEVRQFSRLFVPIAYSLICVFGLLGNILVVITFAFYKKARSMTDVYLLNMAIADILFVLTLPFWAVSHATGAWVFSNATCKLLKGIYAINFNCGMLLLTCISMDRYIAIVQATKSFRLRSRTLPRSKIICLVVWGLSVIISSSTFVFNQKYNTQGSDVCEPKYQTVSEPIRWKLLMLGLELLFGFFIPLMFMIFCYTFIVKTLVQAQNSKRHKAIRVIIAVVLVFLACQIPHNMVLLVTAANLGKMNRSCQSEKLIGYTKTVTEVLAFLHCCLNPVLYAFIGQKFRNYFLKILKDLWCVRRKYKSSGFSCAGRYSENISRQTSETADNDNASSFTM
SENP8 inh – SENP8 protease inhibition; purified SENP8, Z-RLRGG-aminoluciferin cleavage, luminescence; inhibition, % at 10 µM; 1.2% of 330,000 active; AID 2540
697 NFkB inh – lowers PMA/ionomycin-induced NF-kB signal in 697 B cells; 697 B-cell NF-kB luciferase reporter, 16 h; inhibition, % at 4 µM; 0.33% of 330,000 active; AID 435022; in the data active = inhibition above about 35%
UBC13 inh – blocks human UBC13 polyubiquitin chain formation. P61088. TR-FRET. inhibition, % at 20 µM. 0.47% of 330,000 active; in the data active = inhibition above about 45%, passing the limit was not always enough
Target sequence (P61088 whole entry, looked up): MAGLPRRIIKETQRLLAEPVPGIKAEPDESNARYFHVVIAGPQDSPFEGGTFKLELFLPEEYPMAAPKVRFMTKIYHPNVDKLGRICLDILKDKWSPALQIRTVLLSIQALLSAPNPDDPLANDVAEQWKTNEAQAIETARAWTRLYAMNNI
An asterisk follows results filed as active. Rule as the data show it, unless noted: active = inhibition above about 50%; inactive = the rest.

The first two records as a preview:
Compound | UBC13 inh | Gli-Sufu antag | EBI2 block | CCR6 antag | SENP8 inh | 697 NFkB inh | Jurkat NFkB inh | Apaf1 inhib
Cc1ccc(CN2CC(C(=O)Nc3cccc(S(=O)(=O)N4CCCCC4)c3)CC2=O)cc1 (stereo not given) | -13 | -6 | -2 | 20 | 0 | -12 | 40 | 21
Cc1ccc(C(=O)N/N=C/c2ccc(-c3cccc(C(F)(F)F)c3)o2)cn1 | -14 | -4 | -5 | -9 | -6 | -83 | 25 | 8

Main list, from the first entry:
Compound | UBC13 inh | Gli-Sufu antag | EBI2 block | CCR6 antag | SENP8 inh | 697 NFkB inh | Jurkat NFkB inh | Apaf1 inhib
Cc1ccc(CN2CC(C(=O)Nc3cccc(S(=O)(=O)N4CCCCC4)c3)CC2=O)cc1 (stereo not given) | -13 | -6 | -2 | 20 | 0 | -12 | 40 | 21
Cc1ccc(C(=O)N/N=C/c2ccc(-c3cccc(C(F)(F)F)c3)o2)cn1 | -14 | -4 | -5 | -9 | -6 | -83 | 25 | 8
O=C(O)CN1C(=O)NC2NC(=O)NC21 (stereo not given) | -3 | -18 | -3 | -6 | 4 | 4 | 1 | -3
O=C(Nc1ccc(Oc2cccnc2)cc1)C1CCN(Cc2ccccc2F)CC1 | 0 | -11 | 1 | 10 | -3 | 12 | 18 | -12
CC(C)Cn1c2ccccc2c2cc(C(=O)O)ccc21 | 4 | 0 | -7 | 1 | 7 | 18 | 4 | -10
O=C(CSCc1cccc(Br)c1)N=Nc1c(O)[nH]c2ccccc12 | -2 | 7 | -6 | 15 | 0 | 5 | -11 | 15
CC(=O)Nc1cccc(-c2cn3ccc(C)cc3n2)c1 | -2 | -73 | -5 | -1 | 22 | -134 | -93 | 8
COc1ccc(C(CNC(=O)C(=O)NC2CCCCC2)N2CCN(C)CC2)cc1 (stereo not given) | 0 | 13 | -14 | 11 | 12 | 17 | 0 | 4
Cc1ccc(C)c(NC(=O)COC(=O)CC2CC3CCC2C3)c1 (stereo not given) | 9 | 6 | -3 | 17 | 7 | 6 | 5 | 4
CN=C(C)/C(C(=O)OC)=C(/O)c1ccccc1F | -24 | 6 | 5 | 4 | -3 | 2 | -10 | 3
CN(N)c1nc(-c2ccccc2)nnc1C(F)(F)F | -1 | -1 | -8 | 5 | 5 | 13 | -9 | -20
O=C(Oc1cccc([N+](=O)[O-])c1)N1CCCCC1 | 3 | -12 | -16 | -8 | 2 | 8 | -4 | -13
Cc1ccc(S(=O)(=O)NCC(c2ccccc2)N2CCCCC2)cc1 (stereo not given) | 15 | 16 | 1 | 14 | 4 | -3 | 8 | -10
O=C(NCCCN1CCCC1=O)c1cccc(Oc2ccccc2)c1 | -1 | -11 | 1 | -3 | -12 | -6 | 2 | 3
COc1ccc2nc3c(c(-c4ccccc4)c2c1)CCC3 | 14 | -6 | -3 | 12 | -1 | -9 | -1 | 14
Cc1ccc(C)c(NC(=O)C(OC(=O)c2cnc(C)cn2)c2ccccc2)c1 (stereo not given) | -2 | -5 | 3 | 4 | 0 | 5 | -11 | 0
COc1ccc(CNC(=O)CN(CCC(C)C)S(=O)(=O)c2ccc3c(c2)OCCO3)cc1 | 8 | -5 | 7 | 10 | -2 | 0 | 4 | 18
O=C(CCc1cn2ccccc2n1)NC1CCCc2c1cnn2-c1ccccc1F (stereo not given) | -4 | 6 | -9 | -4 | 4 | 9 | 1 | -17
CC(OC(=O)c1cc(S(=O)(=O)N2CCOCC2)ccc1Br)C(=O)N1CCOCC1 (stereo not given) | -2 | 3 | -15 | 2 | 1 | 0 | 3 | -18
Nc1cc(=O)nc(SCC(=O)Nc2cccc3ccccc23)n1CCc1ccccc1 | 3 | 0 | -11 | 6 | 5 | 0 | -7 | 5
COc1ccc(CCCC(=O)Nc2ccc(F)cc2)cc1 | -5 | 3 | -5 | -6 | 0 | -17 | 12 | -1
Cc1cc(C)c(S(=O)(=O)c2ccccc2C)c(OCCO)n1 | 5 | -1 | -15 | 19 | -1 | 7 | 2 | -8
O=C(Nc1ccc2c(c1)OCO2)c1ccc(NC2CC2)c([N+](=O)[O-])c1 | -17 | -4 | -12 | 28 | 8 | 2 | 11 | 7
CCOC(=O)c1cc2c(=O)c3ccccc3oc2nc1C | -6 | -51 | -1 | 7 | 44 | -80 | -71 | 2
Cn1c(Cc2cccs2)nnc1SCC(=O)N1CCCc2ccccc21 | -4 | 2 | -7 | 0 | -5 | 22 | -24 | 2
CCC(=O)Nc1sc2c(c1C#N)CC(C)(CC)OC2 (stereo not given) | -7 | -1 | 5 | 3 | 7 | 6 | -9 | 20
CC(=O)N1CCN(c2nc(-c3ccco3)c3c(c2C#N)CC(C)(C)SC3)CC1 | -32 | -2 | 6 | 4 | 6 | -22 | 7 | 4
COc1cccc(OC)c1C(=O)Nc1ccccc1N1CCCC1 | -4 | 2 | 10 | 0 | 2 | 18 | -12 | 12
CCOC(=O)c1cc2sccc2n1CCCN1C(=O)c2ccccc2C1=O | 12 | 10 | 17 | 26 | 6 | -10 | -10 | 18
COc1ccc(OCCCC(=O)OC(C)C(=O)Nc2ccccc2[N+](=O)[O-])cc1 (stereo not given) | 3 | -7 | 1 | 1 | 13 | 14 | 0 | 14

Part of the list above in order of length of the SMILES, ascending:
Compound | UBC13 inh | Gli-Sufu antag | EBI2 block | CCR6 antag | SENP8 inh | 697 NFkB inh | Jurkat NFkB inh | Apaf1 inhib
O=C(O)CN1C(=O)NC2NC(=O)NC21 (stereo not given) | -3 | -18 | -3 | -6 | 4 | 4 | 1 | -3
O=C(NCCCN1CCCC1=O)c1cccc(Oc2ccccc2)c1 | -1 | -11 | 1 | -3 | -12 | -6 | 2 | 3
Cc1cc(C)c(S(=O)(=O)c2ccccc2C)c(OCCO)n1 | 5 | -1 | -15 | 19 | -1 | 7 | 2 | -8

Next part
Compound | UBC13 inh | Gli-Sufu antag | EBI2 block | CCR6 antag | SENP8 inh | 697 NFkB inh | Jurkat NFkB inh | Apaf1 inhib
COCCNc1nc(SCc2ccccc2)nc2sc3c(c12)CCC3 | 14 | 12 | 12 | 29 | 6 | 3 | -5 | 13
CN1CCc2c(sc3nc(SCC(N)=O)n(-c4ccc(Cl)cc4)c(=O)c23)C1 | -2 | -1 | -10 | 14 | -12 | 2 | 6 | 10
Cc1ccc(N(CC(O)CN2CCCC2)S(=O)(=O)c2ccc(C)cc2)cc1 (stereo not given) | 11 | 22 | 0 | 6 | 5 | -3 | -8 | -8
C[C@H](CO)NC(=O)[C@H](C)[C@H]1C[C@]1(C)[C@H](NC(=O)OCc1ccccc1)c1ccccc1 | 7 | 2 | 0 | 0 | 1 | 9 | 7 | -2
Cc1cc(=O)oc2c3c(cc(OCC(=O)Nc4cccnc4)c12)OC(C)(C)CC3 | 33 | 7 | 8 | 7 | 1 | 26 | 8 | -11
Cc1nc(NC(=O)CSc2nccn2C)sc1C(=O)N(C)C | -5 | -9 | 2 | 7 | 8 | -4 | -6 | 7
CC(=O)c1cc(CN2CCN(C(C)C)C(CCO)C2)cs1 (stereo not given) | 4 | 25 | 2 | -4 | -5 | 18 | 5 | -17
O=C(Oc1ccc(-c2nnco2)cc1)C1CCN(C(=O)c2ccc(F)cc2)CC1 | -5 | -14 | 1 | 8 | -1 | -11 | 0 | -1
CC(C)(C)C1C/C(=C/c2ccccn2)C(=O)/C(=C/c2ccccn2)C1 (stereo not given) | 11 | 66* | 18 | 65* | 6 | 105* | 100* | -1
CCOc1ccc(CNCCCSc2ncccn2)cc1 | 4 | 16 | -2 | 10 | 5 | 0 | -1 | 2
Cc1nn(Cc2ccc(Cl)cc2)c(C)c1NC(=O)/C=C/c1cnn(C)c1 | 4 | 6 | -1 | -2 | 2 | 15 | 14 | 0
O=C(COc1ccc(/C=N/NS(=O)(=O)c2ccccc2)cc1)Nc1ccc(F)cc1 | -6 | -18 | -5 | 15 | 6 | 25 | 10 | 3
COc1cc(OC)cc(-c2c(C#Cc3ccsc3)c3cc(-c4ccc(OC)c(F)c4)ccc3n2C)c1 | 13 | -2 | -6 | 24 | 1 | -1 | -11 | 2
COc1ccc(NC(=O)C2C3C=CC4(O3)C2C(=O)N(CCN2CCCCC2)C4C(=O)NC2CCCCC2)cc1 (stereo not given) | 0 | -13 | 12 | 8 | 0 | 15 | 2 | -9
CC1(C)C(=O)Nc2ccccc2N1C(=O)COC(=O)c1cccnc1 | -10 | 3 | -9 | 8 | -10 | 4 | -17 | 7
O=C(CCC(=O)NNC(=O)c1ccc(Cl)cc1Cl)NCc1ccccc1 | 2 | -11 | 3 | -8 | -3 | 11 | 16 | -6
Cc1nc(CSc2ccc(Cl)cc2)cc(N2CC(C)OC(C)C2)n1 (stereo not given) | -7 | 7 | 23 | 8 | -5 | -14 | -5 | 10
CCCc1c(C(=O)N/N=C/C(C)=C/c2ccccc2)nnn1-c1nonc1N | -2 | -23 | 18 | -3 | 6 | -48 | -17 | 12
O=C(CSc1nccn1Cc1ccco1)Nc1ccccc1F | 1 | -4 | 4 | -6 | -9 | -9 | 3 | 6
Cc1cc(NC(=O)CSc2nc(Cc3ccccc3)c(C)[nH]2)no1 | -2 | 4 | 10 | 9 | -7 | 9 | -7 | -6
CC(=O)c1ccc(NC(=O)CSc2nc(C3CC3)nc3ccccc23)cc1 | 10 | -11 | 5 | 9 | -1 | -11 | 16 | 6
CCC[C@@H]1C[C@@H](C(=O)NC(C(C)Cl)[C@H]2O[C@H](SC)[C@H](O)[C@@H](O)[C@H]2O)N(C)C1 (stereo not given in full) | 8 | -1 | -6 | 2 | 1 | -5 | -7 | -7
CN(C)S(=O)(=O)c1ccc(=S)[nH]c1 | -16 | -16 | 5 | 2 | 1 | -6 | -20 | -3
COc1ccc2[nH]c3c(c2c1)CCN1C(=O)N([C@@H](C)C(=O)NC2CCN(Cc4ccccc4)CC2)C(=O)[C@]31C | 15 | 6 | -5 | 8 | -7 | 11 | -5 | 7
CCOc1cc(-c2ccccc2)nc(N)n1 | -10 | -43 | -1 | -4 | -16 | -30 | -30 | -1
CCCN1CCC(NC(=O)CC2C(=O)NCCN2Cc2cccc(OC)c2)CC1 (stereo not given) | 4 | 4 | 0 | -5 | -5 | 12 | 10 | 15
Cn1c(Cn2c(=O)sc3ccccc32)nnc1SCC(=O)Nc1ccc2c(c1)OCO2 | 5 | 0 | 0 | 1 | -15 | 1 | -17 | 2
Cc1ccc(-c2nc(CN(Cc3cnn(C)c3)C(C)C)c(C)o2)o1 | 6 | 7 | -6 | 12 | -10 | 3 | -7 | -1
CCOc1ccccc1Nc1ccc(C(=O)O)cc1NC(C)=O | -2 | -2 | 3 | -15 | -12 | -5 | 3 | -20
COc1cc2c3nnc(-c4ccccc4)c-3cn(Cc3ccc(F)cc3)c2cc1OC | 20 | 24 | -2 | 19 | -13 | -35 | 7 | 13
CCCCN1C(=O)C(NC(=O)c2cccnc2)(C(F)(F)F)C2=C1CC(C)(C)CC2=O (stereo not given) | 1 | 8 | -3 | 4 | 6 | 20 | -1 | 6
CCOc1cc(S(=O)(=O)Nc2ccncc2)ccc1F | 4 | -7 | -12 | 16 | 7 | 4 | 1 | -5
Cc1csc(NC(=O)c2cccs2)n1 | 3 | 2 | -12 | -17 | 3 | -32 | -39 | -1
C/C(Cc1ccccc1)=N\NC(=O)CNC(=O)COc1cccc(C)c1 | -2 | -24 | -5 | 9 | -6 | 2 | 7 | -23
CC(=O)Nc1ccc(S(=O)(=O)Oc2ccc(C=O)cc2)cc1 | -12 | -5 | -9 | 11 | -7 | -15 | -8 | 7
COC(=O)c1ccc([C@@H]2C[C@H]3CN(Cc4cccnc4)C(=O)[C@]34CCCN24)cc1 | -2 | 5 | -8 | 8 | -7 | 0 | 10 | 9
Cc1ccc(NC(=O)N2CCSc3ccccc32)cc1 | 3 | -12 | -2 | 2 | -2 | -4 | 10 | 6

A portion of the library, so the mix of outcomes need not match the whole.
